Screens: PubChem, National Center for Advancing Translational Sciences (NCATS)
ASM inhibitor – Inhibitors of Secretory Acid Sphingomyelinase (S-ASM): qHTS | Sphingomyelin phosphodiesterase (Homo sapiens), P17405 | placental ASM, HMU-PC fluorogenic substrate, 60 min | Potency, µM (top dose mostly 57.5 µM), without a hit: top-dose activity change, negative = inhibition, most hits filed as inhibitors | actives 0.006% (n = 340,000) | AID 504937, 2011; note: potency is the fitted concentration of half-maximal effect
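Human placenta-derived ASM preincubated with compound 10 min at room temperature, then reacted with 9 uM (final) fluorogenic HMU-PC substrate for 60 min at 37 C. Stop solution raises pH to 10; fluorescence read at Ex 386/Em 447 nm.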
TSHR antagonist – Antagonists of the Thyroid Stimulating Hormone Receptor: HTS campaign | actives 0.2% (n = 330,000) | AID 504810, 2011 | activity change, negative = inhibition, % at 11.5 µM | TSHR-expressing cells, TSH-stimulated cAMP HTRF, 2 h; hits give low values;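 active = activity change below a set negative limit, meaning inhibition stronger than a set level, cut at about -70% in these data; inconclusive = activity change between two set negative limits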; note: % is set by controls: 0 for no effect and ±100 for the full control effect
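Antagonism was scored as loss of TSH-driven cAMP in TSHR cells, stimulated with 4nM TSH (EC80) for 2 hours at 37 deg C and detected by homogeneous HTRF competition immunoassay.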
MBNL1-CUG inh – qHTS Assay for Inhibitors of MBNL1-poly(CUG) RNA binding | TR-FRET MBNL1-His/biotin-(CUG)12 binding, 665/545 ratio | actives 0.036% (n = 280,000) | Potency, µM (doses to about 57.5 µM), inactives show top-dose activity change, negative = inhibition, hits mostly inhibitors; active = well fitted inhibition curve with a large enough effect in the signal ratio, with a control signal flat, not every such curve was filed as active; inconclusive = small, poorly fitted or top-dose-only effect, or effect the other way, or a change in a side signal; inactive = no such curve, though single readings can be large or run the other way; the % refers to the signal ratio; note: potency is the fitted concentration of half-maximal effect; % is set by controls: 0 for no effect and ±100 for the full control effect
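Ratiometric TR-FRET (665 over 545 nm, excitation 340 nm) tracks disruption of MBNL1-His/biotin-(CUG)12 complex after 60 min at room temperature, with compounds at 92 nM to 58 uM final.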
Menin MLL FP TR – qHTS Assay for Inhibitors Targeting the Menin-MLL Interaction in MLL Related Leukemias: Competition With Texas Red Labeled MLL-derived Mutant Peptide; O00255; Potency, µM (doses to about 61.6 µM), inactives show top-dose FP activity change, negative = inhibition, actives largely listed as inhibitors; actives 0.23% (n = 270,000); AID 1768, 2009; Menin + Texas Red MLL mutant peptide, fluorescence polarization; active = well fitted inhibition curve with a large enough effect in the polarisation, with a control signal flat, not every such curve was filed as active; inconclusive = small, poorly fitted or top-dose-only effect, or effect the other way, or a change in a side signal; inactive = no such curve, though single readings can be large or run the other way; the % refers to the polarisation; note: potency is the fitted concentration of half-maximal effect; % of control where 0% means no effect; many of its hits are not listed in these tables
a7 integrin act – qHTS for Activators of Integrin-Mediated Alleviation for Muscular Dystrophy | alpha7betagal myoblasts, beta-gal FDG fluorescence, 48 h | Potency, µM (doses to about 38.3 µM), for inactives: at the top dose activation, most hits filed as activators | actives 0.064% (n = 350,000) | AID 624291, 2012;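 note: potency is the fitted concentration of half-maximal effect; 100% = response of the positive control SU9516; nearly all actives have a fitted effect of over 60% in size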
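alpha7betagal+/- myoblasts (passage 13, 250/well) treated 48 h at 37C with compounds at 1:260 dilution of DMSO stock. Lysed, then beta-galactosidase activity read as FDG fluorescence (ex 480/em 540) after 30 min, with pre-read for autofluorescence.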
Mito fusion yeast – qHTS Assay for Small Molecule Inhibitors of Mitochondrial Division or Activators of Mitochondrial Fusion | actives 0.23% (n = 320,000) | Potency, µM (titrated, usually from 46.1 µM), without a hit: at the top dose growth rescue (activation), hits mostly activators | S. cerevisiae fusion-defective mutant growth rescue, CellTiterGlo 48 h;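 note: potency is the fitted concentration of half-maximal effect; % of control where 0% means no effect; nearly all actives have a fitted effect of over 45% in size; temperature-sensitive fusion mutants such as fzo1-1 at 37 °C on non-fermentable ethanol glycerol medium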
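S. cerevisiae fusion-defective temperature-sensitive mutants (e.g. fzo1-1, mgm1-5) grown 48 h at 37C in YPEG (ethanol/glycerol non-fermentable) medium with 23 nl compound per well; growth rescue read as CellTiterGlo luminescence.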
TCR activator – Activators of T cell receptors: qHTS campaign. primary human leukocytes, anti-CD3, IL-2 HTRF, 48 h. 330,000 tested, under 10 active. AID 504894, 2011. Potency, µM (top dose mostly 9.22 µM), without a hit: top-dose activation of IL-2 secretion, actives largely listed as activators; note: % of control where 0% means no effect
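IL-2 release read by HTRF sandwich (Eu cryptate donor, d2 acceptor, 665 nm emission) after 48 hr exposure of primary human leukocytes to compound together with anti-CD3 beads in the absence of co-stimulatory signals.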
MLL CXXC-DNA inh – qHTS Fluorescence Polarization Assay for Inhibitors of MLL CXXC domain - DNA interaction; Histone-lysine N-methyltransferase 2A (Homo sapiens), Q03164; MLL-CXXC / FITC-HOXA9 DNA fluorescence polarization; Potency, µM (highest dose often 115 µM), without a hit: top-dose activity change, negative = inhibition, actives largely listed as inhibitors; actives 0.037% (n = 290,000); active = well fitted inhibition curve with a large enough effect in the polarisation, with a control signal flat, not every such curve was filed as active; inconclusive = small, poorly fitted or top-dose-only effect, or effect the other way, or a change in a side signal; inactive = no such curve, though single readings can be large or run the other way; the % refers to the polarisation; note: potency is the fitted concentration of half-maximal effect
Target sequence (Q03164 whole entry, looked up, the tested form may be a part): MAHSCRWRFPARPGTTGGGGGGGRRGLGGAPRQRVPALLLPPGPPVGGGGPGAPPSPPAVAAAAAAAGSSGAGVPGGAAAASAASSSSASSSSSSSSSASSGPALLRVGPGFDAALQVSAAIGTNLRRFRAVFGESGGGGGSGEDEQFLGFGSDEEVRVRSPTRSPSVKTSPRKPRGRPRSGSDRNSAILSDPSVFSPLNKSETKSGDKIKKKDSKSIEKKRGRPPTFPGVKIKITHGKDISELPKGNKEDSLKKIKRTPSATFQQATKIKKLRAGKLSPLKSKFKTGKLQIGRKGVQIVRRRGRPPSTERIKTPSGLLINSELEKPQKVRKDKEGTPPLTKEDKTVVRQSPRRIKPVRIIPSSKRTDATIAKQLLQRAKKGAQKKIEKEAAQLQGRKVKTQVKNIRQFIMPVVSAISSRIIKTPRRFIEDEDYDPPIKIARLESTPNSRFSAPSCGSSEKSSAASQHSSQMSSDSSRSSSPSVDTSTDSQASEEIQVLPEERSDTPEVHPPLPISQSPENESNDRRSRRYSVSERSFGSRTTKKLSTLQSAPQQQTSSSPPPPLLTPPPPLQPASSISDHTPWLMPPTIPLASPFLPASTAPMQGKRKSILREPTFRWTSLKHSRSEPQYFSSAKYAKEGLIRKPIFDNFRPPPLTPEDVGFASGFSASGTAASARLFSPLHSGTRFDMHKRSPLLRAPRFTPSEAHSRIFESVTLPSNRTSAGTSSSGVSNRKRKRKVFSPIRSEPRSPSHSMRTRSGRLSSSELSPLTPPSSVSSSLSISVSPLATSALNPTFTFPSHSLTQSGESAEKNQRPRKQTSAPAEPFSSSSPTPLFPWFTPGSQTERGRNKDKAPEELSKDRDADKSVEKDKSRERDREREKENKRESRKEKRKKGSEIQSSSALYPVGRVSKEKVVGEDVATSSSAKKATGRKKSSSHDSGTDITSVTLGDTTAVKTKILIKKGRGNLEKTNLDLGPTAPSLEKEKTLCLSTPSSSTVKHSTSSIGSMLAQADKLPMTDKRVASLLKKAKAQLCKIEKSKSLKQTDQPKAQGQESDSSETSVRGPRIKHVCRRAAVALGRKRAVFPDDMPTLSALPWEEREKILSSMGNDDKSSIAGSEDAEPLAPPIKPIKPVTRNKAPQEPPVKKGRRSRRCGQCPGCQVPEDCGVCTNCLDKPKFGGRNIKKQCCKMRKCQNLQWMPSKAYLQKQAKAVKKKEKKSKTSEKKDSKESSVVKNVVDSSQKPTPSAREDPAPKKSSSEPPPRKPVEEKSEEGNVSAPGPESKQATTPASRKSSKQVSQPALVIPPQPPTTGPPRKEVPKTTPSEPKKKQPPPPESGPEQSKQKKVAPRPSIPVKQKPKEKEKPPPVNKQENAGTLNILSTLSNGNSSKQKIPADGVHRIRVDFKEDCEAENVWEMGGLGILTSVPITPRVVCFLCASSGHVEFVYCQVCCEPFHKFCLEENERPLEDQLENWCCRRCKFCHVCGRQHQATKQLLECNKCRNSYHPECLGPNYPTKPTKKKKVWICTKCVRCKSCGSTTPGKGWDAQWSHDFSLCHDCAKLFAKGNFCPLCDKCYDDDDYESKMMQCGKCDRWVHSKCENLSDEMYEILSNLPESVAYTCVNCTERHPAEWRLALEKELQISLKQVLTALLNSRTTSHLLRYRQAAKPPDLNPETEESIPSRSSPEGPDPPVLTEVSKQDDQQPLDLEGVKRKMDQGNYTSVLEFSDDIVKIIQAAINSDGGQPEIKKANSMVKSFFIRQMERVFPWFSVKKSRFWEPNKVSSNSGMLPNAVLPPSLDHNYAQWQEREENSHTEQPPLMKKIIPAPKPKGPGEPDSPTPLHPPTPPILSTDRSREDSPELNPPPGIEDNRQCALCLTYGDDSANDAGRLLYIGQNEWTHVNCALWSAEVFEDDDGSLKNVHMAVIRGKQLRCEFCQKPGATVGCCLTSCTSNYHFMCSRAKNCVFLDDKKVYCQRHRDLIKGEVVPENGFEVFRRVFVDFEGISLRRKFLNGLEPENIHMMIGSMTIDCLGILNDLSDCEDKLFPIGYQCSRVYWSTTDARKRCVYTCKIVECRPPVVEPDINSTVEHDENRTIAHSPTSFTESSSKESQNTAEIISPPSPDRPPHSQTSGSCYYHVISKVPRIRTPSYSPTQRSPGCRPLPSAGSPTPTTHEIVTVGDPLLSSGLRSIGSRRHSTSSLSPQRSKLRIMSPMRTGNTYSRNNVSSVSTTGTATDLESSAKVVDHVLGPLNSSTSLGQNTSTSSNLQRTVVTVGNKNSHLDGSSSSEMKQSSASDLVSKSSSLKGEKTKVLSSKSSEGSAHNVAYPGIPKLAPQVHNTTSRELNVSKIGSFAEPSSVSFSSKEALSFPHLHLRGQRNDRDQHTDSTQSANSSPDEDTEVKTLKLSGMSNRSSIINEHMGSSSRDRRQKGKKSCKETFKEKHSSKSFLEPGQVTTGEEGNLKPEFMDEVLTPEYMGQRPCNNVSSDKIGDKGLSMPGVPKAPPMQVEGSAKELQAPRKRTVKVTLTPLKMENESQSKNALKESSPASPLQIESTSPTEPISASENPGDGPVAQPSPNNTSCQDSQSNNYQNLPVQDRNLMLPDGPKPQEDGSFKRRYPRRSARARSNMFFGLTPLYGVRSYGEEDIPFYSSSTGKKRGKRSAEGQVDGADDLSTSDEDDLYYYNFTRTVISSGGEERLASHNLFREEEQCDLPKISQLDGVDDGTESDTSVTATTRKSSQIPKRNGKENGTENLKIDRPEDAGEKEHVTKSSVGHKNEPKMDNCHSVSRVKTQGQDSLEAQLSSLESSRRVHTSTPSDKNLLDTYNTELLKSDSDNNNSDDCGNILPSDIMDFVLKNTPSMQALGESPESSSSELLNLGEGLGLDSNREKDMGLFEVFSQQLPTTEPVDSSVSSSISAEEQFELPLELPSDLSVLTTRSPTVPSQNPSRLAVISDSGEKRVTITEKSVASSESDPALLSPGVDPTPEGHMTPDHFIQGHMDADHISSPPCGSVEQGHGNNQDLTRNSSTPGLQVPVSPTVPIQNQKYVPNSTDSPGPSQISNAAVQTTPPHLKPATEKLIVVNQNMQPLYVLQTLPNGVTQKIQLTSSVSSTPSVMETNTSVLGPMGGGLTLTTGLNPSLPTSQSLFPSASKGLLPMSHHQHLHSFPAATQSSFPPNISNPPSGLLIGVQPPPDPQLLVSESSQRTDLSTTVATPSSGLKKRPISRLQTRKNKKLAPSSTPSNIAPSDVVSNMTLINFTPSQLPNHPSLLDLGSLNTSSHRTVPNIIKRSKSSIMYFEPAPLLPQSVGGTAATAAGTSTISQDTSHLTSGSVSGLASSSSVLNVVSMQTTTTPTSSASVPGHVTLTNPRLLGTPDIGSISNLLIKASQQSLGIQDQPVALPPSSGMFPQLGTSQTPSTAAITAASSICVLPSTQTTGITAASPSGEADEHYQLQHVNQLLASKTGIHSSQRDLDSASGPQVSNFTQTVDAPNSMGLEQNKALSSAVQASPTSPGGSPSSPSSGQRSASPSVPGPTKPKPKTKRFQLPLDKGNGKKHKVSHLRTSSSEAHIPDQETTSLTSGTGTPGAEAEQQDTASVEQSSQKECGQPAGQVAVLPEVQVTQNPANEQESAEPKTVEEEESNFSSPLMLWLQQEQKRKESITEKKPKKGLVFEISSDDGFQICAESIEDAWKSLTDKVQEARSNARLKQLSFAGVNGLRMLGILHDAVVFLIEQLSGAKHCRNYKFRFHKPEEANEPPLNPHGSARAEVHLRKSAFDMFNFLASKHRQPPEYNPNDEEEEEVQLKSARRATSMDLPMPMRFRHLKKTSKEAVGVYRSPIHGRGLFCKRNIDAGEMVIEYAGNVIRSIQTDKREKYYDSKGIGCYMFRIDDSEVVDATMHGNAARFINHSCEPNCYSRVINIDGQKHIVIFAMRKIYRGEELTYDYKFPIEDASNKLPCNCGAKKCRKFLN
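Purified MLL-CXXC (added from a 7 uM solution) was preincubated 5 min at ambient with pinned compounds in 50 mM Tris-HCl pH 7.5, 50 mM NaCl, 1 mM DTT, 0.05% BSA. Fluorescein-labeled HOX-A9 DNA (50 nM solution) followed, 30 min, then polarization read.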
AT treatment – qHTS Assay for Identifying a Potential Treatment of Ataxia-Telangiectasia; Potency, µM (top dose mostly 57.5 µM), for inactives: at the highest dose activation, hits mostly activators; […] A-T fibroblasts, KAP-1 phosphorylation AlphaLISA; neocarzinostatin DNA damage 30 min before lysis; actives 0.19% (n = 320,000); note: potency is the fitted concentration of half-maximal effect; % of control where 0% means no effect; nearly all actives have a fitted effect of over 45% in size
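hTERT-immortalized A-T patient fibroblasts ([…]), 500 cells/well in OPTI-MEM, 1% FBS, got compounds for 60 min, then NCS for 30 min at 37C. Lysates were then assayed for phospho-KAP-1 by AlphaLISA (anti-pKAP1 donor, anti-KAP1 acceptor beads), 6 hr at 25C.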
TSG101-PTAP inh – qHTS Assay for Iinhibitors of HIV-1 Budding by Blocking the Interaction of PTAP/TSG101 | 340,000 tested, under 10 active | Potency, µM (doses to about 115 µM), for inactives: at the top dose activity change, negative = inhibition, hits mostly inhibitors | Tumor susceptibility gene 101 protein (Homo sapiens), Q99816 | Fluorescence polarization, FITC-PTAP peptide / Tsg101 binding; active = well fitted inhibition curve with a large enough effect in the main read-out, with a control signal flat, not every such curve was filed as active; inconclusive = small, poorly fitted or top-dose-only effect, or effect the other way, or a change in a side signal; inactive = no such curve, though single readings can be large or run the other way; note: potency is the fitted concentration of half-maximal effect; % of control where 0% means no effect
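FP read-out: FITC-PTAP peptide, 50 nM final, binding Tsg101 binding domain, 10 uM final; 20 min, r.t.; 10 mM HEPES pH 7.5, 0.15 M NaCl, 0.01% Tween 20, 3 mM EDTA, 0.1 mM TCEP.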
* = called active by the depositor; ? = inconclusive; / = not tested or not shown; [ ] = remark or other dose. Unless noted, calls come from the whole dose curve; as a rule, active = well fitted curve in the direction sought with a large enough effect; inconclusive = small, poorly fitted or top-dose-only effect, or another doubt; inactive = no such curve, though single readings can be large; an effect the other way counts as inactive or inconclusive. An excerpt; the hit share may differ from the screen's.

SMILES	ASM inhibitor	TSHR antagonist	MBNL1-CUG inh	Menin MLL FP TR	a7 integrin act	Mito fusion yeast	TCR activator	MLL CXXC-DNA inh	AT treatment	TSG101-PTAP inh
CCCCNC(=O)c1cc2nc(-c3ccccc3)cc(C(F)(F)F)n2n1	37.7%[activator]	-15.5	7.3%	1.0%	?	0.8%	7.6%	-6.0%	-0.8%	0.0%
COc1ccc(C(=O)Nc2ccc(Cc3ccncc3)cc2)cc1Br	1.7%	-13.1	-5.0%	32.7%[activator]	-13.4%	-0.5%	-3.1%	-7.4%	0.4%	-0.2%
O=C1C(=Cc2cccs2)C(=O)c2ccccc21	1.8%	-14.7	/	10.4%	9.1%	2.8%	4.1%[46.1 µM]	?	-4.3%	-2.3%
Cc1cc(OCCCCN2C(=O)NC(C)(C)C2=O)cc(C)c1Cl	-1.7%	4.9	-0.4%	-7.1%	-21.1%	3.1%	-1.5%	8.8%	/	-4.6%
N=c1oc2ccc(Cl)cc2cc1C(=O)NC1CCCCCC1	-1.4%	-15.5	3.3%	2.5%	4.1%	2.8%	-1.8%	4.5%	-2.3%	-7.6%
C=CCC[C@H](Cc1ccc(F)cc1)C(=O)OC[C@H](C)NC(=O)[C@H](CC=C)CC(=O)N(CCO)Cc1ccccc1	0.0%	-6.5	/	/	12.1%	/	-11.6%	/	1.6%	-5.0%
COc1cccc(-n2c(SCC(=O)N3c4ccccc4CC3C)nnc2-c2ccco2)c1 (stereo not drawn)	-1.8%	1.4	2.0%	-4.3%	0.0%	12.1%	0.0%	3.2%	8.4%	-1.4%
S=c1[nH]nc(-c2cccnc2)n1/N=C/c1ccc(Br)s1	-2.7%	-3.2	-3.3%	2.4%	2.5%	1.8%	-1.4%[46.1 µM]	-19.9%	-11.7%	0.0%
CC(C(=O)NC1CCCCCC1)N(c1ccccc1)S(C)(=O)=O (stereo not drawn)	7.3%	3.5	-10.0%	6.0%	4.5%	1.6%	-3.9%	-0.1%	1.4%	-7.7%
COc1ccccc1C(=O)Nc1ccccc1N1CCCCC1	-2.0%	-5.9	-3.8%	9.5%	?	-24.0%	2.6%	1.1%	31.8%	-1.8%
Clc1ccc(-c2nc(NCCN3CCOCC3)c3ccccc3n2)cc1	-2.9%	-14.5	-4.0%	45.0%[activator]	-17.0%	21.8%	1.8%	0.2%	5.7%	-3.2%
COc1ccc(C2N=C(N)N=C(N)N2c2ccc(C)cc2)cc1 (stereo not drawn)	-2.2%	10.8	-2.3%	2.7%	0.0%	0.8%	3.4%	8.0%	/	-8.7%
CCc1cc(=O)oc2cc(C)c(CN3CCCC3)c(O)c12	-1.9%	-0.1	-17.6%	?	23.6%	1.6%	0.5%	-7.1%	-6.0%	-2.4%
COc1ccc(C2C(C(=O)NCc3ccco3)c3ccccc3C(=O)N2C)cc1 (stereo not drawn)	-1.9%	4.8	0.2%	3.6%	-13.7%	6.7%	-2.6%	3.9%	-1.5%	-3.1%
COc1ccc(N2CCN(c3cc(C)c4ccc(C)cc4n3)CC2)cc1	4.1%	-11.1	/	-9.9%	19.2%	5.3%	/	11.4%	-2.9%	2.0%
CCCCc1nnc(NC(=O)CSCc2cc(=O)n3c(C)csc3n2)s1	3.8%	5.1	4.5%	/	6.5%	-12.0%	0.7%	-0.2%	1.6%	0.3%
Cc1ccc(C2CC2C(=O)NNC(=S)Nc2ccc(Cl)cc2)cc1 (stereo not drawn)	-9.8%	15.1	-13.7%	-6.3%	1.4%	?	-1.1%[46.1 µM]	15.8%	7.7%	-3.7%
CCCCCOc1ccc(C(=O)CCC(=O)NC(C)c2ccc(S(N)(=O)=O)cc2)cc1 (stereo not drawn)	-4.8%	-6.0	/	/	8.5%	/	0.0%	/	2.2%	-3.1%
CCCCn1[nH]c(-c2ccccc2)cc1=O	2.2%	10.0	-29.5%	?	21.5%	3.0%	4.2%[46.1 µM]	35.6%[activator]	0.7%	-2.2%
Cc1ccc(-c2nnn(CC(=O)N(Cc3ccccc3)C(C(=O)NC(C)(C)C)c3ccncc3)n2)o1 (stereo not drawn)	-1.7%	-12.0	2.2%	7.8%	1.9%	2.1%	1.6%	2.1%	-2.7%	-6.4%
O=C(O)CC12CC3CC(C1)CC(n1ncc(NCc4ccco4)c(Cl)c1=O)(C3)C2	0.7%	-16.5	12.6%	/	-7.2%	3.9%	5.7%	-2.9%	5.4%	-3.8%
Cc1ccc(Cn2ccc(NC(=O)c3cc(-c4ccc(F)cc4)on3)n2)cc1	-4.2%	34.2	-0.9%	1.0%	18.7%[7.66 µM]	1.0%	/	-1.2%	26.2%	-1.4%
COc1cc(OC)cc(C(=O)n2cnnc2N)c1	4.5%	2.1	-6.5%	7.7%	8.9%	1.1%	-5.3%	175.3%[activator]	-1.3%	-3.8%
CCCCCC(=O)Nc1cc(S(=O)(=O)N2CCOCC2)ccc1N1CCCC1	1.0%	-10.6	-3.8%	-5.9%	-5.5%	0.3%	0.5%	-1.5%	-1.4%	/
O=C(c1ccsc1)N1CCCC(Nc2cccc(F)c2)C1 (stereo not drawn)	2.9%	-6.1	-7.0%	9.9%	-13.6%	2.6%	7.4%	?	7.4%	-2.3%
CC(=O)c1ccc(N2CCN(C(=O)CCCn3c(=O)[nH]c4ccsc4c3=O)CC2)cc1	2.8%	-1.2	-2.9%	-11.9%	?	5.5%	1.1%	-3.0%	2.8%	-2.5%
O=C(CCC1CCCC1)NC1CCCCC1	-0.3%	0.5	5.4%	-1.0%	0.7%	-0.3%	-1.7%	-5.8%	14.6%	-0.9%
CC(CCc1ccccc1)NC(=O)c1ccc(Br)cc1 (stereo not drawn)	-1.4%	2.9	-2.6%	4.4%	11.8%	-13.3%	/	32.2%[activator]	-4.4%	-1.5%
O=C(NCCN1CCOCC1)N1CCOCC1	3.2%	-9.0	0.4%	23.6%	8.9%	0.0%	-4.0%	0.8%	-0.3%	-10.9%
Cc1nn(CC(=O)O)c(C)c1[N+](=O)[O-]	0.2%	-4.1	2.4%	-11.1%	14.6%	-2.9%	2.9%	-3.8%	-2.3%	-3.6%
COc1ccc2[nH]c3c(c2c1)CCN1C(=O)N([C@@H](C)C(=O)NCc2ccccc2)C(=O)[C@]31C	-9.3%	-2.5	12.1%	8.6%	3.1%	-1.5%	2.5%	2.2%	?	-5.0%
COc1ccccc1N(CC(=O)NCCSCc1ccccc1Cl)S(C)(=O)=O	-0.1%	9.3	-1.8%	-1.2%	-1.7%	-4.4%	3.1%	7.3%	-15.9%	-5.6%
Cc1cc(=O)[nH]c2ccc(S(=O)(=O)Nc3ccc(O)cc3)cc12	-1.7%	49.4	-15.7%	12.4%	?	5.6%	-0.8%	-1.3%	0.0%	-3.6%
CN1C(=O)CS(=O)c2ccc(C(=O)NCCC3=CCCCC3)cc21 (stereo not drawn)	1.1%	-2.3	3.6%	2.6%[11.7 µM]	11.0%	0.9%	2.7%	0.5%	7.7%	-0.6%
CC(=O)c1cccc(NC(=O)COc2ccc(S(=O)(=O)N3CCOCC3)cc2)c1	2.1%	4.5	3.1%	/	8.9%	2.2%	-2.4%	-9.1%	0.9%	-1.2%
CC(C)c1ccc(NC(=O)C2CCCN2S(=O)(=O)c2ccccc2F)cc1 (stereo not drawn)	-2.0%	50.2	/	/	-14.9%	?	-1.3%	/	7.0%	-7.8%
O=C1CNC(=S)N1Cc1ccccc1Cl	0.6%	-1.0	-5.4%	49.1%[activator]	-5.0%	2.5%	-11.3%	?	-1.8%	-4.7%
